Insulin prom up: insulin promoter activators in MIN6 cells, imaging, high-content screening, mouse beta cells; MIN6 insulin promoter-GFP reporter; stronger effect = higher value; z-score at 5 µM; 0.3% of 190,000 active; AID 1625, 2009;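 active = z-score above 3 at 5 µM with at least 500 cells counted in the well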
b-catenin transl: modulators of beta-catenin nuclear translocation, primary screen, imaging, HeLa cells, immunofluorescence, high-content; nuclear translocation activity, % at 5 µM; 0.3% of 190,000 active; AID 1665, 2009;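 active = nuclear translocation activity above 50% at 5 µM, with a well cell count of 50 or more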;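 note: per-cell ratio of nuclear to cytoplasmic median beta-catenin stain intensity; plate controls were DMSO negative control for no effect and GSK-3 inhibitor IX positive control for full effect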
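test system = HeLa cells, endogenous beta-catenin | dosing = single 5 µM dose plus 0.02–20 µM confirmation series | times = compound treatment 24 h, 37°C, 5% CO2 | technique = beta-catenin immunofluorescence imaging with DAPI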
HEK293 NOD2/NF-kB: NOD2 signaling inhibitors, cell-based, luminescence, uHTS, HEK293 (AID 1566). HEK293 NOD2/NF-kB luciferase reporter, luminescence; higher % means a stronger effect. inhibition, % at 4 µM; hits with a dose series show EC50 in µM. 0.63% of 290,000 active; in the data active = inhibition above about 50%; note: many of its hits are not listed in these tables
MT stabilizer: microtubule stabilizers in HeLa cells, primary screen, imaging, high-content imaging. HeLa tubulin immunostaining HCS, 24 h; share of cells brighter than vehicle mean+2SD. AID 2205, 2009. 0.83% of 200,000 active. % tubulin-high responders, % at 10 µM;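 active = plate Z-score above 3 for both tubulin-high and condensed-nucleus cell shares, with cell loss under 80%, at 10 µM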;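 note: anti alpha tubulin signal scored within the nucleus-defined area of each cell; some results filed as inactive read as strong as hits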
Yfh1-off respiration: enhancers of respiration in Yfh1-depleted yeast, dose response, Friedreich's ataxia, plus single-dose screen (AID 1465). S. cerevisiae Yfh1-off respiration, WST-1 reduction, 72 h; higher fold induction means a stronger effect. fold induction at 50 µM, or EC50 in µM where a hit was titrated. 0.074% of 220,000 active;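 active = fold induction of absorbance versus untreated yeast above a set limit, then at least 30% activation at any dose in follow-up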;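 note: activators that raise dye reduction in frataxin-depleted yeast; strong numbers were not always called active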
M17LAP inhibition: P. falciparum M17LAP inhibitors, primary screen, biochemical, fluorogenic H-Leu-NHMec substrate, 1536-well (AID 1619). inhibition, % at 30 µM, or IC50 in µM where a hit was titrated. 0.38% of 220,000 active. recombinant M17LAP, H-Leu-NHMec fluorogenic kinetic assay; higher % means a stronger effect. Leucine aminopeptidase (Plasmodium falciparum (isolate 3D7));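 active = compound inhibiting the enzyme by more than half at any dose during confirmatory dose-response retesting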;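 note: plate controls were full reaction with DMSO carrier for no effect and no enzyme background for full effect; strong numbers were not always called active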
Autophagy HCS: autophagy modulators in MEF cells, primary screen, imaging, high-content, MEF GFP-LC3 | MEF GFP-LC3 puncta imaging; test concentration mostly 10 µM | calls only at 10 µM (by protocol) | 0.98% of 190,000 active;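 active = percentage of spot-positive cells more than 3 SD above its plate mean, without a fluorescence outlier flag or 80% toxicity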;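 note: spot-positive cell cutoff set from DMSO-treated cells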
NOD1 inhibition: NOD1 signaling inhibitors, primary screen, cell-based, luminescence, uHTS (AID 1578); 1% of 290,000 active; NOD1-driven NF-kB luciferase reporter cells, luminescence; higher % means a stronger effect; inhibition, % at 4 µM; hits with a dose series show EC50 in µM; in the data active = inhibition mostly above about 36%, no sharp cut-off; inactive = mostly below about 34%;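 note: HEK-293T reporter cells stimulated with the NOD1 agonist gamma-tri-DAP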
Dynein cargo inh: inhibitors of GR-EGFP nuclear translocation, primary screen, dynein cargo transport inhibitor project, imaging, high-content, 3617.4 mouse cells | 0.47% of 220,000 active | test concentration mostly 20 µM; stimulated with dexamethasone, 1 µM; stronger effect = lower value | z-score, hits read low;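 active = plate z-score of nuclear minus cytoplasmic receptor signal below a set negative limit, without overly bright fluorescence or cell loss, cut at about -3.5 in these data, passing the limit was not always enough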;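 note: z-score of nuclear minus cytoplasmic ring GR-EGFP intensity difference per well; some compounds called inactive have numbers as strong as hits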
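Buffer or medium: tet-free, stripped-serum medium; reagent: dexamethasone at 1.0 µM final, 30 min; incubation: 48 h induction, 1 h compound, 30 min dex at 37 °C; measured by: formaldehyde fixation, Hoechst nuclear stain, 10x automated fluorescence imaging; read-out: nuclear-to-cytoplasmic GR-EGFP distribution per well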
Dynein cargo inh cytoplasmic EGFP: second read-out of Dynein cargo inh, no call of its own (marks repeat the call); z-score; measured here: cytoplasmic GR-EGFP intensity; stronger effect = higher value
Dynein cargo inh nuclear GR-EGFP: also measured in Dynein cargo inh; calls as there; z-score; measured here: nuclear GR-EGFP intensity;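 lower value marks the stronger effect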
Dynein cargo inh cell count: further read-out of Dynein cargo inh, marked with its call; z-score; measured here: cell count per field
Insulin prom up cell count: second read-out of Insulin prom up, no call of its own (marks repeat the call); cell count; measured here: cytotoxicity, nuclei count;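 total cells summed across four imaged fields per well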
b-catenin transl cell count 5 µM: also measured in b-catenin transl; calls as there; cell count; measured here: cell count, cytotoxicity flag
MT stabilizer Hoechst-high %: recorded beside MT stabilizer, whose call it bears; % Hoechst-high responders; measured here: nuclear condensation Hoechst responders;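 share of cells brighter than vehicle mean plus two SD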
MT stabilizer cytotoxicity %: second read-out of MT stabilizer, no call of its own (marks repeat the call); toxicity, %; measured here: cytotoxicity by cell density;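 0% = mean cell density of plate MIN control wells and 100% = no cells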
Autophagy HCS cell loss 18 h: second read-out of Autophagy HCS, no call of its own (marks repeat the call); toxicity, %; measured here: cell loss, nuclei count;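 cell loss after 18 h compound exposure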
The depositor's hits bear a star; i = inactive; / = no result given. A portion of the library; count on the stated rates, not on these rows.

Value order – Insulin prom up	Insulin prom up cell count	b-catenin transl	b-catenin transl cell count 5 µM	HEK293 NOD2/NF-kB	MT stabilizer	MT stabilizer Hoechst-high %	MT stabilizer cytotoxicity %	Yfh1-off respiration	M17LAP inhibition	Autophagy HCS	Autophagy HCS cell loss 18 h	NOD1 inhibition	Dynein cargo inh	Dynein cargo inh cytoplasmic EGFP	Dynein cargo inh nuclear GR-EGFP	Dynein cargo inh cell count
> CSCCC(=O)Nc1cc(S(=O)(=O)N2CCOCC2)ccc1N1CCN(C)CC1
  -0.32	1538	-2.6	1047	-3.1%	3.9	1.9	5.8	i	6.1%	i	-13.6	-43.5%	-0.506	-0.226	-0.267	0.954
> CCOC(=O)C1C(=O)OC2(CCCCC2)C1C(=O)OCC (stereo not given)
  -0.51	780	-5.2	1035	-16.2%	1.7	1.8	6.9	i	2.3%	i	-3.6	-4.1%	0.318	-0.37	0.219	-0.182
> CCN(CC(O)COc1ccc(OCC(O)CN(CC)C2CCCCC2)cc1)C1CCCCC1 (stereo not given)
  /	/	/	/	/	3.5	1.6	5.2	i	3.4%	i	0.6	/	0.482	-0.155	0.171	1.03
> COc1ccc(C(=O)NC2CCN(C(=S)Nc3ccc(C)c(C)c3)CC2)cc1
  /	/	-1.2	951	21.8%	2.8	1.4	3.6	i	-9.5%	i	-3.5	-17.8%	-1.23	-0.257	-0.948	0.841
> COc1cc(/C=N/NS(=O)(=O)c2ccc(C)cc2)ccc1OCc1ccc(C(=O)O)cc1
  -0.11	1348	-0.5	1153	-88.0%	3.0	2.5	7.0	i	-2.8%	i	-33.6	18.4%	0.346	-0.254	0.263	-0.17
> CC1=C(C(=O)OCc2ccccc2)C(c2ccc3ccccc3c2)NC(=O)N1CCCCCC(=O)O (stereo not given)
  /	/	/	/	14.5%	2.7	2.8	12.1	i	41.3%	i	-51.5	15.0%	0.313	0.00809	0.485	0.495
> COc1ccc(/C(O)=C/Sc2nnc(Cc3ccccc3)o2)cc1
  0.1	875	0.4	1159	2.6%	2.9	1.4	9.6	/	4.3%	i	-8.5	-33.6%	-0.271	-0.256	0.258	0.989
> Cn1c(SCc2cnc(-c3ccccc3)s2)nnc1C1COc2ccccc2O1 (stereo not given)
  0.13	1098	/	/	-8.0%	2.4	2.5	7.3	i	34.4%	i	-8.5	-7.0%	0.347	-0.228	0.337	0.0521
> CCN(CC)S(=O)(=O)c1ccc2oc(C(=O)NC(C)C)c(C)c2c1
  1.3	1289	/	/	-20.6%	1.3	2.9	8.9	i	11.8%	i	19.5	-26.1%	-0.18	-0.296	0.553	0.552
> CSc1nc2nccc(/C=C\c3ccccc3)n2n1
  /	/	/	/	-70.8%	2.0	2.4	7.4	i	21.1%	i	28.6	25.9%	-1.74	-0.172	-1.15	1.31
> CC1CCCN(C(=O)COc2ccc(Nc3ccccc3)cc2)C1 (stereo not given)
  -0.36	1053	5.9	931	6.7%	2.7	3.7	5.6	i	-3.8%	i	5.1	-23.7%	-0.722	-0.28	0.0344	0.713
> Cn1c(SCc2nc3ccccc3s2)nnc1-c1cccs1
  /	/	-2.1	1130	-9.4%	3.7	2.9	14.0	i	9.8%	i	-7.2	-33.2%	-0.172	-0.188	0.309	1.15
> CSc1ncccc1C(=O)OCC(=O)NCc1ccc2c(c1)OCO2
  -0.06	1653	-2.3	1105	13.7%	3.8	2.2	8.3	i	-1.3%	i	-0.5	-15.0%	-0.0498	-0.318	-0.109	0.374
> Brc1ccc(OCc2nc(-c3ccccn3)n[nH]2)cc1
  0.49	967	/	/	-18.0%	2.3	1.6	4.5	i	3.6%	i	2.3	7.8%	0.543	-0.0619	0.383	-0.315
> Cc1ccc2nc(SCCC#N)nc(C)c2c1
  -0.19	1309	-1.8	1152	-6.7%	2.6	1.8	3.0	i	17.0%	i	1.1	-11.5%	-0.231	-0.205	-0.102	-0.414
> CCOc1ccc(-c2nn(-c3ccccc3)cc2/C=C2\SC(=S)N(C3CCS(=O)(=O)C3)C2=O)cc1 (stereo not given)
  -0.99	848	1.0	1173	0.0%	1.4	1.3	7.6	i	3.0%	i	-4.0	-2.8%	-0.158	0.717	0.711	0.398
> COc1ccc(CCNC(=O)c2ccc(CSc3ccccc3)o2)cc1
  0.41	1240	-2.3	1063	-15.8%	5.3	2.4	5.2	i	-16.5%	i	4.3	-16.0%	-0.17	-0.196	-0.0304	0.593
> CC(Sc1nnc(Cc2cccs2)n1C1CCCCC1)C(N)=O (stereo not given)
  0.82	1393	-2.7	1470	3.5%	2.5	1.2	4.8	i	0.0%	i	2.5	-22.3%	0.141	-0.335	0.203	0.574
> Cc1cc(C(=O)Nc2ccccc2C(=O)N2CCCCC2)ccc1[N+](=O)[O-]
  -0.78	1527	-0.2	1466	17.0%	1.6	1.8	5.9	i	8.8%	i	2.2	-18.5%	-0.757	-0.277	-0.448	0.766
> CCCCCn1c(CN2CCN(Cc3ccccc3)CC2)nc2c1c(=O)[nH]c(=O)n2C
  -1.21	1231	-3.2	989	7.8%	3.9	2.8	10.8	i	4.9%	i	5.5	-14.9%	-0.47	-0.228	-0.116	0.554
> Cc1ccc(OCCSc2nc(NC(C)C)nc(NC(C)C)n2)cc1
  -0.97	1183	-1.6	549	10.8%	2.6	2.0	3.4	i	5.7%	i	10.3	-33.9%	0.141	-0.14	1.24	-0.978
> COc1ccc(-c2nc3ccccc3c(=O)n2CCOc2ccc(C)cc2C)cc1
  0.1	1487	-1.8	1177	6.2%	3.6	1.9	4.3	i	-4.5%	i	3.8	32.1%	-1.21	-0.123	-0.708	0.153
> O=C(CSc1nnc(COc2ccc(Br)cc2)o1)N1CCOCC1
  0.63	1537	0.4	1497	13.4%	1.7	1.1	8.6	i	/	i	-18.8	-31.0%	-1.08	-0.274	-0.381	1.56
> COC(C(=O)NCc1ccc(C)cc1)c1ccccc1 (stereo not given)
  0.71	1387	0.1	1440	-6.0%	2.9	2.4	5.2	i	13.2%	i	-9.6	13.8%	-0.0697	-0.356	-0.54	0.567
> CCCCn1c(NC(=S)Nc2ccccc2)nc2ccccc21
  -2.23	826	-0.8	1090	4.5%	2.3	1.7	4.7	i	12.8%	i	-12.0	-29.2%	-0.286	-0.239	-0.0596	0.431
> N#Cc1ccc(N2Cc3ccccc3C2=NC(=O)c2cccnc2Cl)cc1
  -0.02	1222	-1.5	440	-49.1%	3.3	1.6	6.0	i	17.1%	i	-13.3	-30.9%	-0.288	-0.27	-0.378	-0.0336
> Cc1ccccc1C(=O)NNC(=O)CSc1nc(-c2ccccc2)cc(=O)[nH]1
  -0.26	1334	-2.3	1122	-5.4%	3.4	2.8	3.3	i	1.4%	i	38.7	-55.8%	0.206	-0.114	0.351	-0.0192
> Cc1cccn2c(CN(C)C3CCOC3)c(C(=O)N3CCCCC3)nc12 (stereo not given)
  0.34	1550	0.7	1425	3.4%	2.7	1.0	6.6	i	1.5%	i	15.6	-18.6%	1.21	-0.369	-0.169	0.751
> CCOC(=O)CN1N=C(/C=C/c2ccc(OC)cc2)CCC1=O
  /	/	/	/	3.9%	2.3	0.8	16.9	i	30.2%	i	-7.0	5.7%	-0.526	0.000161	-0.561	0.341
> Clc1ccc(-c2nc(Cc3ccccc3Cl)no2)cc1
  0.79	1163	-2.1	1457	-11.8%	2.4	1.9	7.4	i	-3.0%	i	-5.2	/	-1.12	-0.233	-1.07	1.08
> FC(F)Sc1ccc(N=C2NN=C(c3ccc4c(c3)OCCO4)CS2)cc1
  -0.79	1352	-0.3	1357	-43.1%	5.0	1.8	6.2	i	7.5%	i	16.4	-57.2%	1.7	-0.243	-0.496	-0.349
> CN(C)C(=O)c1ccccc1-c1ccccc1
  0.66	1041	1.0	855	-4.5%	3.8	1.5	7.8	i	8.1%	i	1.2	-5.8%	0.148	-0.124	0.192	0.674
> Cc1noc(C)c1COc1ccc(C(=O)OCC(=O)c2ccc3c(c2)OCCO3)cc1
  /	/	-2.4	1173	5.9%	5.6	3.8	10.0	i	-4.6%	i	6.5	-29.3%	-1.38	0.312	-0.495	0.901
> Cc1cc(NC(=O)c2cc(-c3ccc(Br)cc3)on2)no1
  -0.24	1602	-2.9	1093	18.8%	0.7	1.0	0.2	i	0.7%	i	2.4	-57.5%	-0.102	-0.194	0.432	0.0684
> COC(=O)[C@@H]1C[C@H]2CC[C@H](O)C[C@H]2N1Cc1ccc(C(C)(C)C)cc1
  -0.06	913	-0.4	1172	12.9%	/	/	/	i	4.1%	/	/	-0.6%	-0.942	-0.817	-0.437	0.691
> Cc1cc(C(=O)OCC(=O)N2CCOCC2)c2ccccc2n1
  0.04	857	1.4	1133	1.5%	5.9	4.1	2.7	i	1.1%	i	6.4	-16.6%	-0.373	-0.293	0.00361	0.369

High-throughput results deposited in PubChem by several laboratories.
